# Mdm2 MdmX PPI = disrupts the human Mdm2-MdmX interaction; SaOS-2 split-luciferase Mdm2/MdmX complementation, luminescence; inhibition, % at 8 µM; actives 3% (n = 330,000); AID 485346;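 active means inhibition of at least 50% at 8 µM in the primary screen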
# 697 NFkB inh = lowers PMA/ionomycin-induced NF-kB signal in 697 B cells; 697 B-cell NF-kB luciferase reporter, 16 h; inhibition, % at 4 µM; actives 0.33% (n = 330,000); AID 435022; in the data active means inhibition above about 35%
# APJ antag = APJ receptor antagonism; actives 0.32% (n = 330,000); inhibition, % at 20 µM; P35414; CHO-K1 APJ beta-arrestin complementation, luminescence; AID 2521;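 active means inhibition above about 40% at 20 µM, limit read from the data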;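 further: cells challenged with 10 nM apelin-13 agonist together with compound; plate controls were apelin-13 plus DMSO wells for no effect and DMSO wells lacking apelin-13 for full effect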
# Target sequence (P35414 whole entry, looked up): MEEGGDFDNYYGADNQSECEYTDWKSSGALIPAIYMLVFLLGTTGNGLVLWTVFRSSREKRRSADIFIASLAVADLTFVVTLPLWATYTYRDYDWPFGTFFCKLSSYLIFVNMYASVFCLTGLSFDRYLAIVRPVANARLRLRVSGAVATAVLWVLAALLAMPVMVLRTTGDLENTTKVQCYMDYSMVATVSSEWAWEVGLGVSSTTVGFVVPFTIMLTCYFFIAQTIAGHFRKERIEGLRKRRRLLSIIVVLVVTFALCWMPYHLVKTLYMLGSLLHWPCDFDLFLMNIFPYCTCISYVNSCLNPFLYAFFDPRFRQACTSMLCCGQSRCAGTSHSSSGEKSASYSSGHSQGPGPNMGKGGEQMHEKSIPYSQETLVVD
# Jurkat NFkB inh = lowers PMA/ionomycin-induced NF-kB signal in Jurkat cells. PMA/ionomycin-induced NF-kB luciferase reporter, luminescence. inhibition, % at 4 µM. actives 0.53% (n = 330,000); in the data active means inhibition above about 50%
# XBP1 UPR activ = activators of adaptive arm of unfolded protein response (XBP1) | activation, % at 20 µM | CHO-XBP1 luciferase reporter, IRE1-XBP1 UPR activation, luminescence; percent of tunicamycin response, DMSO as zero | actives 0.33% (n = 330,000);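 active means versus positive control, 20 µM dose yields 30% or more activation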;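 further: 100% = tunicamycin at 10 µg/mL and 0% = DMSO only wells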
#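 Material: CHO-XBP1 cells stably carrying IRE1-XBP1-driven luciferase reporter | Medium: F12 with 10% serum | Compound dosing: 20 µM single concentration, DMSO 1% | Incubation: Overnight seeding at 37 °C, 6 h compound treatment at 37 °C | Detection: Steady-Glo luminescence read | Read-out basis: % activation of reporter signal versus tunicamycin and DMSO controls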
# CHOP UPR activ = activators of apoptotic arm of unfolded protein response (CHOP); CHO-CHOP luciferase reporter, UPR activation, luminescence; percent of tunicamycin response over DMSO baseline; activation, % at 10 µM; actives 0.34% (n = 330,000); AID 449763;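 active means at 10 µM dose, activation of 40% or more, normalized to positive control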;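 further: 100% = tunicamycin at 10 µg/mL and 0% = DMSO alone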
#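 Test system: CHO CHOP reporter cells. Input: 500 CHO-CHOP cells per well. Medium: F12 with 10% FBS. Technique: luciferase luminescence. Measure: percent activation relative to tunicamycin control. Dosing: 10 µM compound, 0.5% DMSO. Timing: 16-18 h cell attachment, then 6 h compound exposure, 37 °C.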
# APJ agonist = agonists of human APJ apelin receptor | activation, % at 20 µM | CHO-K1 APJ PathHunter beta-arrestin, luminescence; 0% DMSO wells, 100% apelin | P35414 | actives 0.11% (n = 330,000) | AID 2520;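 active means activation more than six SD over the plate average, tested at 20 µM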;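 further: 0% = DMSO alone and 100% = apelin-13 at 10 nM; some results filed as inactive read as strong as hits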
#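 Material: engineered CHO-K1 APJ arrestin reporter cells; amount: 1000 CHO-K1 reporter cells seeded per well; incubation: compound stimulation 90 min at 25 °C, detection 60 min; signal: luminescent beta-gal fragment complementation, chemiluminescent substrate; read-out basis: APJ agonist activity; controls: DMSO-only wells as negative, 10 nM Apelin-13 as positive control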
# tim23-1 inh = tim23-1 yeast growth inhibition; S. cerevisiae tim23-1 growth, BacTiter-Glo luminescence, 24 h; inhibition, % at 20 µM; AID 463212; actives 1.3% (n = 330,000);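 active means growth inhibition of the mutant yeast at or above 50%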;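 further: temperature-sensitive mutant grown at 25 °C; plate controls were DMSO-treated mutant yeast for no effect and medium wells lacking yeast for full effect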
# The depositor's hits bear a star.
SMILES,Mdm2 MdmX PPI,697 NFkB inh,APJ antag,Jurkat NFkB inh,XBP1 UPR activ,CHOP UPR activ,APJ agonist,tim23-1 inh
COc1ccc(-c2nnc(SCc3ccc(C(=O)O)cc3)n2C)cc1OC,-21,-8,-22,1,-5,0.2,1,1
Cc1cccc(OCCCCN2CCNCC2)c1,-7,-7,14,1,3,2.2,0,-3
O=C(Nc1oc2ccc(Cl)cc2c(=O)c1-c1ccc(F)cc1)c1ccco1,11,-8,-10,4,-3,-1.7,3,53*
Cc1n[nH]c(=S)n1/N=C/c1c(O)ccc2ccccc12,7,-4,-14,10,-5,1.1,1,-2
C#CCOCCOCCOCCNc1nc(N2CCN(C(=O)[C@H](Cc3cc4ccccc4[nH]3)n3cc([C@@H](N)C(C)CC)nn3)CC2)nc(N2CCN(C(=O)[C@H](Cc3cc4ccccc4[nH]3)n3cc([C@@H](N)CC(C)C)nn3)CC2)n1 (stereo not given in full),10,-6,28,10,-2,0.5,3,7
O=C(NCC1CCCO1)C1CCC(=O)N1CCc1ccccc1 (stereo not given),5,10,12,-27,-1,-1.8,3,17
O=C(NC1CCCCC1)C(c1ccccc1)N(C(=O)Cc1ccsc1)c1ccccc1 (stereo not given),18,20,15,3,-1,-1.0,-8,1
O=C1COc2ccc(C(=O)COC(=O)c3ccccn3)cc2N1,10,-10,-35,-6,-2,1.8,5,-24
CCCCn1c(=O)nc2n(-c3ccccc3)c3ccccc3cc-2c1=O,10,19,-10,10,0,-1.4,-3,9
Cc1cc(NC(=O)CSc2nnc(C(F)(F)F)n2C)no1,14,12,-3,-2,-2,-1.0,-3,15
Clc1ccc(-c2nc(C3CCCCC3)no2)cc1,-8,-75,14,-66,-1,4.3,-5,14
COc1ccccc1C(=O)Nc1ccc(OCC(=O)N2CCCCC2C)cc1 (stereo not given),0,11,16,8,-3,1.4,-3,20

# The closing 5 records of the part above are carried over, then new ones follow:
SMILES,Mdm2 MdmX PPI,697 NFkB inh,APJ antag,Jurkat NFkB inh,XBP1 UPR activ,CHOP UPR activ,APJ agonist,tim23-1 inh
O=C1COc2ccc(C(=O)COC(=O)c3ccccn3)cc2N1,10,-10,-35,-6,-2,1.8,5,-24
CCCCn1c(=O)nc2n(-c3ccccc3)c3ccccc3cc-2c1=O,10,19,-10,10,0,-1.4,-3,9
Cc1cc(NC(=O)CSc2nnc(C(F)(F)F)n2C)no1,14,12,-3,-2,-2,-1.0,-3,15
Clc1ccc(-c2nc(C3CCCCC3)no2)cc1,-8,-75,14,-66,-1,4.3,-5,14
COc1ccccc1C(=O)Nc1ccc(OCC(=O)N2CCCCC2C)cc1 (stereo not given),0,11,16,8,-3,1.4,-3,20
CC(=O)c1cccc(N2C(=NC(=O)C(C)C)SC3CS(=O)(=O)CC32)c1 (stereo not given),-3,18,2,-10,0,-0.7,-8,3
COc1ccc(N2CCN(c3nc(NCCO)nc(N4CCOCC4)n3)CC2)cc1,4,-9,3,0,1,0.6,1,27
CC(=O)c1cccc(NC(=O)CCCNC(=O)c2ccc(Cl)cc2)c1,-3,3,7,14,-2,1.9,-3,2
O=C(/C=C/c1cccnc1)c1ccc([N+](=O)[O-])cc1,36,17,-24,2,-4,-1.1,4,18
COc1cc2c(cc1OC)C(C)N(C(=O)Nc1cc(C)cc(C)c1)CC2 (stereo not given),45,-29,-1,33,-1,-1.6,-2,18
CC(C)(C)c1ccc(NC(=O)c2ccc3c(c2)S(=O)(=O)c2ccccc2C3=O)cc1,50,-49,-21,7,7,-1.4,25,-2
COc1ccc(-c2csc(NNC3=NCCCCC3)n2)cc1,-7,-17,14,-26,1,-0.3,-5,28
Cc1ncc(CN2CCN(CCc3ccccc3)C(CCO)C2)s1 (stereo not given),-2,8,11,6,-3,0.5,-3,6
CC1CCN(CCCNC(=O)CCCNC(=O)Cn2cnc3sc4c(c3c2=O)CCCC4)CC1,-5,-11,12,3,1,-0.5,1,15
COc1ccc(N(C)S(=O)(=O)c2cccc(C(=O)Nc3nc(C)c(C(C)=O)s3)c2)cc1,19,8,5,-3,0,-0.1,-4,-4
Cc1cc(OCC(=O)N2CCc3ccccc3C2)c2c(-c3ccccc3)cc(=O)oc2c1,1,-12,8,-2,-2,1.2,-7,10
CCOC(=O)c1csc(-c2sccc2Br)n1,-90,-42,15,-119,-4,2.8,2,20
CC(c1ccccc1)C1NC(C(=O)O)CS1 (stereo not given),-2,14,13,10,3,-0.8,-2,9
CC1(C)Cc2cccc(OCC(=O)Nc3ccccc3C(F)(F)F)c2O1,27,-7,-6,-4,-1,5.7,-4,33
CN(CC(=O)Nc1ccccc1C(F)(F)F)Cc1c(O)ccc2ccccc12,12,2,-11,-6,0,1.0,0,17
O=C(c1ccc(NC(=S)NCc2ccco2)cc1)N1CCOCC1,-20,4,3,-2,4,2.7,-3,-6
Cc1ccc(S(=O)(=O)c2cn(C)c3cc(N4CCOCC4)c(F)cc3c2=O)cc1,3,-15,10,-3,-6,3.7,7,5
CC1CCCC(NC(=O)COC(=O)c2cc(=O)[nH]c3ccccc23)C1C (stereo not given),8,-12,0,-1,-1,-0.5,-2,-5
COc1ccc(-c2oc3ccc(N4CCOCC4)cc3c2C#CC2(O)CCCCC2)cc1,73*,-10,-56,-35,7,3.9,17,36
CCOC(=O)N1CCC(NS(=O)(=O)c2ccc(C#N)cc2)CC1,3,-3,-4,7,-1,0.9,-1,-13
CSc1sc(C(=O)NNC(C)=O)c2c1C=CCC2,3,9,-8,-1,4,-0.3,3,-6
Cc1cc(NC(=O)CCC(=O)N(CC(=O)NC2CCCC2)c2cccc(C)c2C)no1,23,12,10,-13,1,-1.5,-1,9
COc1ccc(OC)c2sc(N(CCN(C)C)C(=O)c3cc(Cl)sc3Cl)nc12,12,5,-4,-9,2,-0.7,-6,19
C[C@]12CCC(O)CC1CCC1C2CC[C@]2(C)C(c3cc(C(F)(F)F)n[nH]3)CCC12 (stereo not given in full),29,-74,-19,-15,-1,1.0,2,32
Cc1c(Cl)cccc1NC(=O)CSC(C)c1nc2ccccc2c(=O)[nH]1 (stereo not given),23,16,15,1,-2,0.4,-5,2
Cc1ccc(NC(=O)CCC(=O)NNS(=O)(=O)c2ccccc2)cc1C,-4,6,-8,-7,-3,1.2,-1,-9
COc1cccc(CNC(=O)C2CC(=O)N(c3ccc4c(c3)OCCO4)C2)c1 (stereo not given),-12,-14,3,10,-3,0.4,-1,-5
CC(=O)Nc1ccc(S(=O)(=O)Nc2cccc(-c3ccc4nncn4n3)c2)cc1,13,3,-15,-11,-3,-2.3,-2,9
CCN1CCN(Cc2ccc(OCc3ccccc3)c(OC)c2)CC1,-9,-30,11,-99,0,3.6,-1,-12
COc1cc(CC(NC(C)=O)C(=O)NC2CCN(C(=O)C3CC3)CC2)cc(OC)c1 (stereo not given),8,-9,5,-9,0,-0.6,-2,-3
Cc1cccc(N(C(=O)c2snc(C(N)=O)c2N)C(C(=O)NCC2CCCO2)c2c[nH]c3ccccc23)c1 (stereo not given),18,9,13,4,0,-1.9,-1,11
O=C(COc1ccccc1Cl)NCCCNC(=O)c1ccco1,-10,-2,10,-6,-1,-1.1,-1,9
O=C(C1=COCCO1)N1CCN(S(=O)(=O)c2cccc(F)c2)CC1,-13,-6,2,-10,3,-1.0,-5,24
Cc1cc(NC(=O)c2ccc3[nH]c(C)c(C)c3c2)ccn1,16,-23,5,-34,0,0.6,0,-4
CCOc1ccc2nc(NC(=O)CN3C(=O)C4CCCCC4C3=O)sc2c1 (stereo not given),-6,0,3,3,0,3.7,-3,35
COc1cnc(-c2ccccn2)nc1Oc1c(C)cccc1C,1,-10,19,9,-2,1.7,-5,29
COc1cc(NC(=O)CCCSc2nc(-c3ccco3)cc(C(F)(F)F)n2)cc(OC)c1OC,20,-7,-8,8,-4,-0.9,1,28
C=CCN(C/C(=N\O)c1sc(C(=O)OCC)nc1C)c1cccc(Br)c1,-6,0,12,8,3,-0.4,1,23
O=C1CN(C(=O)N[C@@H](Cc2ccccc2)C(=O)N[C@H](Cc2ccccc2)C(=O)O)c2ccccc2N1,-6,-1,-31,-14,1,-2.7,-2,5
CCC1(c2ccccc2)ON(c2c(Br)cccc2Br)C1=O (stereo not given),93*,5,2,-5,-1,5.9,-3,78*
CCS(=O)(=O)c1ccc2oc(SCC(=O)NC34CC5CC(CC(C5)C3)C4)nc2c1,-5,-4,10,10,-1,-1.3,-3,29
CCOC(=O)C1CCCN(C(=S)NC(=O)/C=C/c2ccc(F)cc2)C1 (stereo not given),13,-29,-9,2,-1,0.7,-5,16
COC(=O)/C(=C1/Oc2ccc(C(C)(C)C)cc2S1)C(F)(F)F,18,-73,-1,-78,-3,3.7,-4,6
CCN(CC(=O)Nc1c(F)cccc1F)C(=O)c1ccc2c(c1)S(=O)(=O)N=C1CCCCCN12,5,5,10,-2,-3,-2.1,1,8

# 4 compounds already listed, arranged by number of heavy atoms, smallest number first.
SMILES,Mdm2 MdmX PPI,697 NFkB inh,APJ antag,Jurkat NFkB inh,XBP1 UPR activ,CHOP UPR activ,APJ agonist,tim23-1 inh
CCC1(c2ccccc2)ON(c2c(Br)cccc2Br)C1=O (stereo not given),93*,5,2,-5,-1,5.9,-3,78*
C=CCN(C/C(=N\O)c1sc(C(=O)OCC)nc1C)c1cccc(Br)c1,-6,0,12,8,3,-0.4,1,23
CCN(CC(=O)Nc1c(F)cccc1F)C(=O)c1ccc2c(c1)S(=O)(=O)N=C1CCCCCN12,5,5,10,-2,-3,-2.1,1,8
O=C1CN(C(=O)N[C@@H](Cc2ccccc2)C(=O)N[C@H](Cc2ccccc2)C(=O)O)c2ccccc2N1,-6,-1,-31,-14,1,-2.7,-2,5

# Assay outcomes (PubChem)
